STAT1 inh – reduces IFN-gamma driven STAT1 reporter signal; NIH 3T3 STAT1-luciferase reporter, luminescence; 200,000 compounds, 0.35% hits; inhibition, % at 5.5 µM; AID 920;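 active means inhibition above a set limit, the mean inhibition across all tested compounds plus 3 SD, cut at about 34% in these data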;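 further: 0% = IFN-gamma with DMSO and 100% = IFN-gamma with 300 µM nifuroxazide; values of inactives mirror those of a sister screen read the other way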
TLR4-MyD88 BLA – inhibitors of human TLR4-MyD88 binding. O00206+Q99836. HeLa CL3-4 TLR4/MyD88 BLA complementation, FRET ratio. inhibition, % at 8.4 µM. 200,000 compounds, 0.18% hits; in the data active means inhibition above about 25%;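 further: 0% = vehicle and 100% = reference inhibitor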
PPARg SRC-3 ag – PPARgamma-driven SRC-3 recruitment agonism; 200,000 compounds, 0.26% hits; AID 731; activation, % at 8 µM; biochemical PPARgamma/SRC-3 coactivator recruitment assay; P37231; in the data active means activation above about 23%;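 further: 0% = DMSO and 100% = reference agonist; some compounds past the cut are filed as inactive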
PPARg SRC-2 ag – promotes SRC-2 coactivator recruitment by human PPARgamma. PPARgamma LBD-SRC-2 recruitment, biochemical. activation, % at 8 µM. 200,000 compounds, 0.34% hits; in the data active means activation above about 22%;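 further: 0% = vehicle and 100% = reference agonist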
TR-FRET SRC-2 ct – counter-screen for PPARgamma SRC-2 recruitment agonists: TR-FRET artefact. active compounds read high. TR-FRET ratio at 8 µM. 200,000 compounds, 0.4% hits; in the data active means TR-FRET ratio above about 2000; further: inactives centre near 1500; reference of the scale not given here
S1P3 antagonist – S1P3 (human) receptor antagonism; Q99500; CHO S1P3 NFAT-BLA reporter, FRET fluorescence, antagonist mode; inhibition, % at 4.98 µM; 170,000 compounds, 0.27% hits; AID 485;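 active means inhibition above the plate cutoff, the mean inhibition of test wells on that plate plus 3 SD, cut at about 28% in these data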;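 further: cells challenged with S1P at its EC80 of 0.8 µM; blue over green emission ratio from cleaved BLA substrate after 4 h stimulation; 0% = S1P-stimulated wells and 100% = unstimulated DMSO-only wells; some compounds past the cut are filed as inactive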
Target sequence (Q99500 whole entry, looked up): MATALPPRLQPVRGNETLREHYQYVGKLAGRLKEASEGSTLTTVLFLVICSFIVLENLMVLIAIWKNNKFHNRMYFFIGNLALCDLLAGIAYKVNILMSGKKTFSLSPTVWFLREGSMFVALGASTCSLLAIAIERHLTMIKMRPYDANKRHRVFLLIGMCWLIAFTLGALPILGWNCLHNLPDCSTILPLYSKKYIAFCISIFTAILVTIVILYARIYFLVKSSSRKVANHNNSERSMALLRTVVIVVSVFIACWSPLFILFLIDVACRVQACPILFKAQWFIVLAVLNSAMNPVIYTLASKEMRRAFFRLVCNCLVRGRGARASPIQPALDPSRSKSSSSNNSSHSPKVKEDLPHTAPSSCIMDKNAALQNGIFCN
STAT3 blocker – inhibitors of IL-6 induced STAT3 signaling. U3A cells, IL-6 STAT3-luciferase reporter, luminescence; host cell line lacks STAT1. inhibition, % at 5.5 µM. AID 862. 190,000 compounds, 0.89% hits;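 active means inhibition above the mean inhibition across all screened compounds plus 3 SD, cut at about 44% in these data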;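 further: 0% = DMSO only wells and 100% = 100 µM nifuroxazide control wells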
PPARg SRC-1 ag – agonists of human PPARgamma SRC-1 coactivator recruitment; P37231; PPARgamma-SRC-1 coactivator recruitment biochemical assay; activation, % at 8 µM; 200,000 compounds, 0.41% hits; in the data active means activation above about 19%;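 further: 0% = DMSO and 100% = reference agonist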
STAT3 act – activators of IL-6 induced STAT3 signaling. U3A cells, IL-6 STAT3-luciferase reporter, luminescence; 100% = signal with IL-6 EC80 alone. activation (% of control), % at 5.6 µM. 190,000 compounds, 0.91% hits. AID 871;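 active means activation above the screen-wide mean of compound activation plus 3 SD, cut at about 130% in these data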;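 further: 0% = background luminescence of wells with medium and substrate only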
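Material: human U3A cells carrying STAT3-luciferase construct. Measured by: reporter luminescence signal. Timing: compound 1 h, then IL-6 6 h at 37 °C.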
ROMK primary – modulates human ROMK potassium channel activity. B-score at 10 µM. Tet-inducible ROMK, thallium flux fluorescence; actives lie on both sides. AID 1918. 130,000 compounds, 2% hits. P48048;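 active means signal ratio slope over the read window, or its plate-corrected B-score, at least 3 SD from the plate mean, either direction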;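 further: B-score of the F/F0 ratio slope over 7 to 12 s after thallium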
Target sequence (P48048 whole entry, looked up): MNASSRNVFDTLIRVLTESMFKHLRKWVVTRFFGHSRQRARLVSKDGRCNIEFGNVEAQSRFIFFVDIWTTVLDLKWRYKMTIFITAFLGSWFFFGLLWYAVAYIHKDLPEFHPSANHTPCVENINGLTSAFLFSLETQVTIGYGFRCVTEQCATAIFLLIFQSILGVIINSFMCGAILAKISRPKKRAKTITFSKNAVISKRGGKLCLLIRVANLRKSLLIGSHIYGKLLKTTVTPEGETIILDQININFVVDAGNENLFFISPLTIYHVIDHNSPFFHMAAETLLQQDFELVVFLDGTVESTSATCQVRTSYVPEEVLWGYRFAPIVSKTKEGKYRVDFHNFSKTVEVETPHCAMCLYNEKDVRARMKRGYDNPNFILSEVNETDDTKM
RAM network inh – yeast RAM network inhibition; S. cerevisiae dse1pr::URA3 reporter, 5-FOA growth OD615, 2 d; analog-sensitive cbk1-as2 kinase mutant strain; inhibition, % at 50 µM; 190,000 compounds, 1.8% hits; AID 868;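 active means inhibition above a set limit, 3 SD over mean compound inhibition, cut at about 8.4% in these data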;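 further: 0% = DMSO-only wells with no growth and 100% = 10 µM 1-NA-PP1 full growth; inhibition rescues growth on 5-FOA so higher OD means more RAM inhibition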
The depositor's hits bear a star; x = not tested or not shown.

SMILES	STAT1 inh	TLR4-MyD88 BLA	PPARg SRC-3 ag	PPARg SRC-2 ag	TR-FRET SRC-2 ct	S1P3 antagonist	STAT3 blocker	PPARg SRC-1 ag	STAT3 act	ROMK primary	RAM network inh
CCNc1nc(SC(C)C(=O)Nc2ccccc2)nc(N2CCOCC2)n1 (configuration not stated)	-4	3	5	8	1337	-1	1	0	102	0.75	2.6
COc1cccc(CNc2ccc(S(N)(=O)=O)cc2)c1OC	10	-5	1	4	1499	-24	7	-2	98	-0.1	2.7
CC1CCN(c2ccc(C=O)o2)CC1	-3	9	0	-1	1457	4	-5	-13	112	-0.86	0.8
O=C(c1ccccc1)c1ccc(N2CCOCC2)c(NC(=O)c2ccco2)c1	1	-3	-10	0	1606	8	-5	4	106	-1	0.5
Nc1ccc2c(C(F)(F)F)cc(C(F)(F)F)nc2n1	12	1	-4	3	1682	-13	-3	-2	107	-0.41	1.6
COc1cc(OC)nc(Oc2cc(/C=N/O)ccc2OC)n1	3	-3	3	3	1636	-19	-2	2	104	-0.3	0.0
O=C1CC(c2ccccc2)CC(=O)C1CS(=O)(=O)c1ccccc1 (configuration not stated)	8	-10	-2	-2	1467	-4	3	4	101	0.27	2.0
COc1ccc(Nc2ncnc3nc[nH]c23)cc1OC	6	3	4	7	1802	3	5	14	96	x	0.3
O=S(=O)(c1ccc2oc3ccccc3c2c1)N1CCOCC1	-3	-2	-6	12	1536	x	8	6	99	-0.33	2.8
COCCNC(=O)c1cc2cc(Br)cc(Br)c2oc1=O	-13	7	-3	-5	1460	-4	1	0	101	x	2.8
O=C(C/C=N\OCc1ccc([N+](=O)[O-])cc1)Nc1ccc(F)cc1F	-5	-13	-3	-5	1643	-3	6	-2	98	1.2	2.1
O=C(CCc1ccccc1)Nc1nn[nH]n1	-1	7	8	2	1611	-16	-1	-1	99	0.91	0.4
O=C(NCCSc1ccccc1)c1ccc(Br)cc1	-64	4	-3	-7	1514	11	3	-7	98	x	6.1
COc1cccc(NCc2cc(=O)oc3cc(-c4ccccc4)c(O)cc23)c1	3	-1	3	7	1657	-8	6	6	97	x	6.5
CCc1ccccc1NC(=S)N1CCNC(=O)C1CC(=O)OC (configuration not stated)	-5	7	3	3	1364	-18	6	10	102	0.029	-0.5
O=C(NCc1ccccn1)C(=O)N/N=C/c1ccc2c(c1)OCO2	-18	5	-2	-2	1432	1	0	-10	103	x	-0.1
Cc1cc2[nH]ncc2cc1NC(N)=S	1	8	-2	0	1689	-17	20	-7	88	-0.56	1.0
COc1ccc(NC(=O)c2cc(-c3ccc(C)o3)nc3ccccc23)cc1OC	-11	17	8	-3	1391	0	-1	-5	105	1.3	1.4
O=C(Cc1csc(N2CCOCC2)n1)N/N=C/c1ccc(Cl)cc1Cl	3	-7	11	1	1555	x	16	-1	91	-1.1	-1.1
CCCNC(=O)NC(=O)CSc1nnc(-c2ccncc2)n1CC	0	3	4	-1	1603	-3	4	4	104	-0.095	1.7
Cc1cc(N)ccc1N1CCCC1	-2	-5	8	9	1586	x	-5	0	104	x	1.9
Cc1ccc2nc(-c3cccnc3)cc(C(=O)Nc3ccc(F)cc3C)c2c1	-2	1	-3	-3	1500	-1	2	4	102	0.69	-0.5
CCCCc1ccc(S(N)(=O)=O)cc1	-6	9	5	-3	1548	-15	-1	4	105	-0.62	0.5
CN1OC(COC(=O)c2ccc(Cl)cc2)CC1c1ccccc1 (configuration not stated)	-17	1	10	3	1757	x	11	2	99	x	0.9
CCOC(=O)COc1ccc(C(=O)Nc2cccc(Cl)c2C)cc1	-1	10	1	4	1582	-1	6	-2	97	-0.29	2.0
CS(=O)(=O)N(CC(=O)Nc1ccc(S(=O)(=O)N2CCCC2)cc1)c1ccccc1	-1	6	-3	4	1446	-2	-3	-13	104	1.3	0.4
CC(C)(C)c1nc(SCC(=O)Nc2ccc3c(c2)OCCO3)c2ccccc2n1	5	-4	9	16	1673	x	20	13	88	x	4.2
N#Cc1c(NC(=O)c2ccc(-c3ccccc3[N+](=O)[O-])o2)sc2c1CCCC2	7	-5	3	9	1621	x	27	4	86	x	3.2
O=C(Nc1ccc(S(=O)(=O)N2CCOCC2)cc1)C1COc2ccccc2O1 (configuration not stated)	-7	6	-1	-3	1414	x	12	-6	93	x	0.8
CCc1ccc(OCC(=O)NNC(=O)CSc2nnc(-c3ccc(C)cc3)n2C)cc1	3	0	4	2	1603	3	-3	-6	102	x	1.3

Some of the entries so far, with two lines to a compound:
Every second line gives: STAT1 inh, TLR4-MyD88 BLA, PPARg SRC-3 ag, PPARg SRC-2 ag, TR-FRET SRC-2 ct, S1P3 antagonist, STAT3 blocker, PPARg SRC-1 ag, STAT3 act, ROMK primary, RAM network inh
> COc1ccc(NC(=O)c2cc(-c3ccc(C)o3)nc3ccccc23)cc1OC
  -11, 17, 8, -3, 1391, 0, -1, -5, 105, 1.3, 1.4
> O=C(Cc1csc(N2CCOCC2)n1)N/N=C/c1ccc(Cl)cc1Cl
  3, -7, 11, 1, 1555, x, 16, -1, 91, -1.1, -1.1
> CCCNC(=O)NC(=O)CSc1nnc(-c2ccncc2)n1CC
  0, 3, 4, -1, 1603, -3, 4, 4, 104, -0.095, 1.7
> Cc1cc(N)ccc1N1CCCC1
  -2, -5, 8, 9, 1586, x, -5, 0, 104, x, 1.9
> Cc1ccc2nc(-c3cccnc3)cc(C(=O)Nc3ccc(F)cc3C)c2c1
  -2, 1, -3, -3, 1500, -1, 2, 4, 102, 0.69, -0.5
> CCCCc1ccc(S(N)(=O)=O)cc1
  -6, 9, 5, -3, 1548, -15, -1, 4, 105, -0.62, 0.5
> CN1OC(COC(=O)c2ccc(Cl)cc2)CC1c1ccccc1 (configuration not stated)
  -17, 1, 10, 3, 1757, x, 11, 2, 99, x, 0.9
> CCOC(=O)COc1ccc(C(=O)Nc2cccc(Cl)c2C)cc1
  -1, 10, 1, 4, 1582, -1, 6, -2, 97, -0.29, 2.0
> CS(=O)(=O)N(CC(=O)Nc1ccc(S(=O)(=O)N2CCCC2)cc1)c1ccccc1
  -1, 6, -3, 4, 1446, -2, -3, -13, 104, 1.3, 0.4
> CC(C)(C)c1nc(SCC(=O)Nc2ccc3c(c2)OCCO3)c2ccccc2n1
  5, -4, 9, 16, 1673, x, 20, 13, 88, x, 4.2

The results go on:
SMILES	STAT1 inh	TLR4-MyD88 BLA	PPARg SRC-3 ag	PPARg SRC-2 ag	TR-FRET SRC-2 ct	S1P3 antagonist	STAT3 blocker	PPARg SRC-1 ag	STAT3 act	ROMK primary	RAM network inh
O=C(CSc1nc(-c2ccc(F)cc2)cs1)NC(=O)NCc1ccco1	-2	6	5	0	1642	-1	10	13	96	-1.3	6.4
Cc1ccccc1S(=O)(=O)NC1OC(=O)C(Cl)=C1Cl (configuration not stated)	17	8	1	3	1580	21	4	7	99	-0.017	2.2
Cc1nc([N+](=O)[O-])c(NCCO)n1Cc1ccccc1	-2	1	-2	0	1549	0	4	3	102	0.094	2.6
Cc1ccccc1C(=O)N/N=C/c1ccncc1	-8	0	13	1	1326	x	1	2	103	-0.12	0.1
COc1ccc(NC(=O)c2ccc(COc3ccccc3OC)o2)cc1OC	2	2	-4	5	1519	x	-2	-5	105	x	7.8
COc1cc(NC(=S)N2CCCC(C)C2)c(OC)cc1Cl (configuration not stated)	-26	-3	1	-5	1517	-9	0	-14	102	-0.62	-0.2
CC(C)CSc1nnc(N)s1	2	-13	3	-2	1650	x	6	-2	101	x	1.1
CC(=O)Nc1c(NCC(C)C)c2ccccc2oc1=O	1	-1	7	12	1760	x	11	2	96	x	0.9
COc1ccc(Cn2nc(-c3ccccc3)c(N3CCCCC3)cc2=O)cc1	5	2	0	-1	1336	-1	-16	2	115	-4.4*	3.6
CN1CCN(CCNC(=O)c2cn(Cc3ccccc3F)nn2)CC1	-3	2	-1	7	1413	5	7	-3	98	0.17	3.0
Cc1cc(NC(=O)CCC(=O)N(CC(=O)NC2CCCC2)Cc2ccc(F)cc2)no1	-9	6	2	6	1582	63*	1	4	103	x	0.5
O=c1ccc(NS(=O)(=O)c2ccc(Cl)cc2)cn1Cc1ccc(Cl)c(Cl)c1	-1	2	3	2	1568	x	10	1	101	x	4.6
C=CCn1c(-c2ccccc2)nc2nc3ccccc3nc21	-16	0	-1	9	1701	-10	-16	10	113	x	1.9
COc1ccc(C(=O)NCC(=O)NCC2(N(C)C)CCCCC2)cc1OC	-1	2	-4	4	1487	x	-3	-6	103	1.2	1.0
COC(=O)c1cc(COC(=O)c2cccnc2SC)oc1C	-2	3	2	6	1669	10	-12	3	114	x	2.8
CCC(NC(=O)Nn1cnnc1)(C(F)(F)F)C(F)(F)F	-1	3	-8	1	1441	x	-10	-2	113	0.57	1.9
Cc1csc(NC(=O)CCn2c(=O)oc3ccccc32)n1	-2	6	6	-1	1375	-7	4	-5	98	0.34	-0.6
COc1ccc(NS(=O)(=O)c2cc(NC(=O)C3CCCO3)ccc2N2CCCC2)cc1 (configuration not stated)	0	5	3	2	1627	3	-2	4	103	0.46	0.2
COc1ccc(CCNC(=O)C2CCN(S(=O)(=O)c3c(C)noc3C)CC2)cc1OC	-9	6	-6	3	1462	x	-10	0	108	0.62	-0.5
CCc1ccccc1Nc1nc(N)nc(CSc2nnc3ccccn23)n1	-5	6	5	5	1498	-11	-6	1	108	-0.051	1.6
COc1ccccc1NC(=O)C1=C(C)Nc2nnnn2C1c1cc(Br)ccc1OC (configuration not stated)	1	-11	4	2	1561	34	-6	0	107	1.6	2.6
Cc1c(CN(C)C)c2c(n1Cc1ccccc1)C(=O)c1ccc(Br)cc1-2	1	10	-8	7	1625	x	6	2	101	-0.1	-1.0
CCN(CC)S(=O)(=O)c1cccc(NC(=O)CN2C(=O)c3ccc([N+](=O)[O-])cc3C2=O)c1	14	-7	4	-1	1476	1	8	-4	95	0.1	2.3
Cc1ccc(S(=O)(=O)NC(CC(C)C)C(=O)Nc2nccs2)cc1 (configuration not stated)	-5	0	0	-3	1414	x	6	3	96	x	0.5
COc1ccnc(Oc2ccc(F)cc2)c1C(=O)N/C=N/OCc1ccccc1	-2	4	2	2	1537	-15	4	13	98	0.58	0.1
Nc1ncnc2nc(SCCc3ccccc3)[nH]c12	3	0	-1	8	1553	-8	7	-3	99	0.42	3.1
Cc1cccnc1Nc1nc(-c2ccccn2)cs1	-156	-1	4	7	1610	x	-2	-1	102	0.15	0.9

Source: PubChem BioAssay (several laboratories)
